Assay outcomes deposited in PubChem BioAssay by several laboratories.
BioA inh: M. tuberculosis BioA enzyme inhibitors, primary screen, biochemical, plate reader, single point, HTS; purified M. tuberculosis BioA enzyme; AID 602481, 2012; 360,000 tested, 0.096% active; inhibition, % at 9.99 µM; in the data active = inhibition above about 40%; inconclusive = no clear call, values can overlap the other calls
BoNT-F LC inh: BoNT/F light chain protease inhibitors, primary screen, biochemical, flow cytometry, MLPCN library | Botulinum neurotoxin type F light chain protease (Clostridium botulinum) | Multiplex microsphere protease cleavage assay | inhibition, % at 10 µM | 360,000 tested, 0.22% active; in the data active = inhibition above about 35%, passing the limit was not always enough; inconclusive = no clear call, values can overlap the other calls; note: plate controls were buffer without enzyme for full effect and enzyme alone for no effect
Mtb FBA inh: Mtb FBA enzyme inhibitors, primary screen, biochemical, fluorescence, strain H37Rv; purified M. tuberculosis FBA, fluorescence read-out; inhibition, % at 1 µM; 360,000 tested, 2.3% active; in the data active = inhibition above about 27%;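 note: 0% = vehicle and 100% = reference inhibitor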
Target sequence (P9WQA3 whole entry, looked up): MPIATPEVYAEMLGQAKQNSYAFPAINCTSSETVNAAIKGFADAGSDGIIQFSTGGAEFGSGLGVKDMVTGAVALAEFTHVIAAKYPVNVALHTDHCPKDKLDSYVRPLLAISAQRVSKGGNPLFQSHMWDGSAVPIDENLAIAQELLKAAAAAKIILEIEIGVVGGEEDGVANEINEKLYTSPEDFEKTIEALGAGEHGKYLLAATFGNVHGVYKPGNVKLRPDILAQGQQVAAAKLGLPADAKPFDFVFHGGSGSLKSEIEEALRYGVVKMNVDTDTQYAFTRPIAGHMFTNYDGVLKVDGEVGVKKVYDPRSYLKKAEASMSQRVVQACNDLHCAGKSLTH
Mtb UGM inh: M. tuberculosis UGM enzyme inhibitors, primary screen, biochemical, fluorescence polarization, single point; inhibition, % at 10 µM; 320,000 tested, 0.06% active; purified UGM, fluorescence polarization probe displacement; UDP-galactopyranose mutase (Mycobacterium tuberculosis (strain ATCC 25618 / H37Rv)), …; in the data active = inhibition above about 10%, passing the limit was not always enough; inconclusive = no clear call, values can overlap the other calls
MazF activator: activators of E. coli MazEF toxin-antitoxin RNase, primary screen, biochemical, fluorescence, uHTS. activation, % at 20 µM. 350,000 tested, 0.32% active. AID 504720, 2011. FAM/BHQ RNA-DNA oligo cleavage fluorescence, 5 h; in the data active = activation above about 50%
Target sequence (P0AE70 whole entry, looked up): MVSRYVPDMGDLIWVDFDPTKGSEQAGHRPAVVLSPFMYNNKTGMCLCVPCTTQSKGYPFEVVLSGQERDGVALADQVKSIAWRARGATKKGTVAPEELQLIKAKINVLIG
GDH-TPI counter: GDH-TPI coupling enzyme inhibitors, primary screen, artefact control for M. tuberculosis FBA inhibitor project, biochemical, absorbance, full deck; GDH-TPI coupled enzyme counterscreen, NADH absorbance; inhibition, % at 4.8 µM; 360,000 tested, 1.2% active; AID 588335, 2011; in the data active = inhibition above about 30%;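 note: 0% = DMSO wells and 100% = wells lacking the enzyme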
FadD28 binding: inhibitors of FadD28 bisubstrate probe binding, primary screen, biochemical, fluorescence polarization, single point; Mycobacterium tuberculosis FadD28 fatty-acid-AMP ligase; inhibition, % at 12.5 µM; 360,000 tested, 0.22% active; AID 588549, 2011; in the data active = inhibition above about 8.5%, passing the limit was not always enough; inconclusive = no clear call, values can overlap the other calls
PrPC TRFRET: inhibitors of human cell surface prion protein PrPC, primary screen, cell-based, TR-FRET; AID 720596, 2013; inhibition, % at 13.8 µM; TR-FRET read-out; Major prion protein (Homo sapiens), P04156; 370,000 tested, 0.43% active; in the data active = inhibition above about 24%; note: 0% = median of the test wells and 100% = reference compound wells
Rv3671c inh: Rv3671c serine protease inhibitors, primary screen, biochemical, fluorescence polarization, M. tuberculosis H37Rv; P9WHR9; inhibition, % at 5.96 µM; 320,000 tested, 0.048% active; in the data active = inhibition above about 38%;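 note: extracellular domain of Rv3671c used as enzyme; 0% = enzyme with DMSO and 100% = no enzyme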
Target sequence (P9WHR9 whole entry, looked up, the tested form may be a part): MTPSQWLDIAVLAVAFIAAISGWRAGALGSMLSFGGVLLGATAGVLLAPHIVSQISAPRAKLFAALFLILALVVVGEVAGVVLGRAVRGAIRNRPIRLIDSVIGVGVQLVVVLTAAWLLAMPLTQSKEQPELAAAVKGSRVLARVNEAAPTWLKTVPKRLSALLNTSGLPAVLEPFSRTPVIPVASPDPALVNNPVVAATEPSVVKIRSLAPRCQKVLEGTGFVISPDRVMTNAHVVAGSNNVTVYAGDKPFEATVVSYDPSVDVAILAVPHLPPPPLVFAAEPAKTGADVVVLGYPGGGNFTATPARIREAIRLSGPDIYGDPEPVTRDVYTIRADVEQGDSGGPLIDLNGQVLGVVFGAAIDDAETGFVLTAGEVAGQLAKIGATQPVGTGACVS
Starred values were filed as active, the others as inactive; u = inconclusive; x = no result given; & = joins results of further samples.

Each structure is followed by: Mtb UGM inh	Rv3671c inh	BoNT-F LC inh	MazF activator	BioA inh	GDH-TPI counter	PrPC TRFRET	FadD28 binding	Mtb FBA inh
CCC(CO)Oc1cc(NC(=O)c2cccc(Cl)c2)c2ncn(C(C)C)c2c1 (stereo not given)
→ -0.6	-4.6	0.0	1.1	5.8&1.6	2.2	2.0	-4.4	-1.0
COc1cc(NS(=O)(=O)c2ccc(NC(C)=O)cc2)ncn1
→ 2.9	-4.0	0.5	3.1	-2.5	6.0	5.5	-2.2	1.0
CC1(C(=O)NS(=O)(=O)c2ccc(Br)cc2)CCN1C(=O)c1cccc(F)c1 (stereo not given)
→ x	x	-3.6	x	1.0	2.2	-8.1	-2.4	-1.2
CCOc1ccccc1NC(=O)CN(c1ccc(OC)c(OC)c1)S(=O)(=O)c1ccc(C)cc1
→ x	x	5.4	-1.0	-0.8	-0.9	-3.4	-4.0	-6.4
Cc1cccc(-c2cc(C(=O)Nc3cccnc3)c3ccccc3n2)c1
→ -0.8	-6.4	-12.6	2.8	1.9	-1.0	-3.6	-6.1	-1.8
O=C(C1CCCCN1S(=O)(=O)c1ccccc1)N1CCN(Cc2ccccc2)CC1 (stereo not given)
→ -2.8	3.3	-5.9	4.1	0.6	-3.8	-2.5	-3.1	4.9
CC(/C=N/NC(=O)c1cccnc1)=C\c1ccccc1
→ 1.2	6.8	-0.5	2.4	x	18.1	-5.6	-4.7	-0.3
CCCOP(=O)(c1ccc(N(C)C)cc1)C(O)c1cc(OC)ccc1OC (stereo not given)
→ -1.4	-8.5	u	1.3	x	3.9	3.7	-3.5	1.3
Cc1ccc(NC(=O)CCNC(=O)Cn2cnc3ccccc3c2=O)cc1F
→ 0.9	-9.4	1.4	-0.4	-0.5	-1.5	6.7	-4.2	-0.9
COc1ccc(-c2ccc(SCc3cccnc3)nn2)cc1OC
→ -0.6	4.0	-6.1	0.6	x	3.9	6.2	-1.7	-0.8
COCCNC(=O)COc1ccc(Nc2ccccc2)cc1
→ 1.0	-3.8	10.7	-0.1	x	3.6	-2.1	0.2	0.8
O=C(NC1C/C(=N/O)c2cc3c(cc21)OCO3)C(F)(F)F (stereo not given)
→ -1.4	5.5	-1.0	3.9	x	-2.5	10.3	-4.2	2.6
O=C(O)c1cc(-c2ccccc2)n(-c2ccc(Cl)cc2)n1
→ 4.7	3.0	-3.2	23.6	x	6.8	0.7	-3.9	4.3
CC(OC(=O)C1=COCCO1)C(=O)c1ccc(Br)cc1 (stereo not given)
→ -1.5	6.1	2.9	5.9	-0.4	8.8	1.6	-1.0	-0.3
O=C(c1cn[nH]c1)N1CCc2c([nH]c3ccccc23)C1c1c(F)cccc1Cl (stereo not given)
→ 3.2	5.8	-3.0	-23.3	x	11.8	5.5	1.1	1.5
COc1ccc(S(=O)(=O)NC(=O)C2(C)CCN2C(=O)C2(c3ccccc3)CCCC2)cc1 (stereo not given)
→ x	x	-2.1	x	-1.0	5.3	4.0	-1.1	-3.5
CNC(=O)COc1ccc(S(=O)(=O)Nc2ccc(C)cc2)cc1
→ -2.3	12.7	3.4	4.7	x	-7.8	-1.2	-2.0	1.0
CCOC(=O)c1ccc(NCCc2ccc(OC)c(OC)c2)c(N)c1
→ 0.6	-2.1	-22.4	9.7	6.9	7.1	8.6	-7.6	0.0
O=C(/C=C/c1ccc(Cl)cc1)NCc1ccco1
→ -0.6	1.9	-6.5	-19.1	x	3.7	-6.5	0.2	3.7
CCOc1ccc(C(=O)Nc2ccc(S(=O)(=O)N3CCOCC3)cc2)cc1OCC
→ -0.1	-6.0	8.5	2.2	0.1	-1.5	0.6	-3.7	-0.2
CCCCCC(=O)Nc1ccc(Cc2ccncc2)cc1
→ 0.5	-11.0	0.9	2.0	1.9	-7.6	0.9	0.3	6.6
Cc1ccc(Oc2cc(C)nc(-c3ccccc3O)n2)cc1
→ -3.5	3.1	-8.2	-1.2	-0.3	4.8	-3.4	1.1	3.4
O=C(N/N=C/c1ccccc1[N+](=O)[O-])c1cnccn1
→ 3.4	-9.5	u	4.6	x	4.4	-33.4	-4.9	-2.5
COc1ccc(C(CNC(=O)COc2ccc(F)cc2Cl)N2CCCCC2)cc1 (stereo not given)
→ -1.6	0.0	-3.3	-0.6	-0.4	9.9	-4.2	-1.4	-0.8
CCOC(=O)CSc1c(-c2ccccc2)c2cc(Cl)ccc2[nH]c1=O
→ -1.0	-8.0	7.8	-2.8	3.9	13.4	10.7	-1.6	-0.9
CCOC(=O)c1c(-c2ccccc2)oc2ccc(O)cc12
→ 0.7	-12.4	8.0	7.8	-0.2	6.8	-6.3	-4.5	2.7
COc1ccc(NC(=O)CN(C)S(=O)(=O)c2ccc3c(c2)n(C)c(=O)c(=O)n3C)cc1
→ 0.9	3.8	3.3	3.9	-1.7	8.2	0.3	-0.6	1.1
O=C(COC(=O)c1cccc(S(=O)(=O)N2CCCCCC2)c1)NCc1ccc(Cl)cc1
→ x	x	9.1	-6.8	-1.9	5.6	-3.9	-0.7	2.1
Cc1nc(C)n(CCNS(=O)(=O)c2ccccc2)n1
→ 2.1	-1.2	-2.2	32.2	-0.6	-13.8	0.5	-3.6	0.9
O=C(Nc1ccccc1Cl)N1CCN(c2ccc3nncn3n2)CC1
→ -0.6	2.7	-1.4	14.6	0.7	-16.8	2.3	-2.3	2.2
COc1ccc(/C=C\c2onc(C)c2S(=O)(=O)N2CCC(C(=O)NCc3ccco3)CC2)cc1
→ 3.5	-12.4	-3.8	-5.0	x	24.5	7.9	-2.4	1.1
Cc1cc(C)n2nc(C(=O)OCC(=O)c3cc(C)n(C)c3C)nc2n1
→ -3.4	2.2	5.2	2.2	-0.7	1.8	-1.4	-1.9	3.2
Cc1ccc(-c2ccc(CCC(=O)O)n2NC(=O)c2cccs2)cc1
→ 1.8	4.7	6.1	8.1	1.1	3.8	-0.7	0.3	-2.6
Cc1cc2ccc(C)c(C)c2nc1SCC(=O)c1cccs1
→ 1.4	-0.2	-1.2	-44.9	-4.7	-6.6	-2.7	-4.3	1.5
CCOC(=O)/C(=N\Nc1cc(Cl)ccc1Cl)N1CCN(CC)CC1
→ 0.7	-6.5	4.2	-8.7	x	17.9	4.4	-5.0	-2.4
COc1ccc(C(=O)NCC(=O)OCC(=O)NC(=O)NC2CCCCC2)cc1OC
→ 4.2	-5.9	u	1.4	-0.8	-4.3	-0.1	-0.2	6.3
COc1ccc(S(=O)(=O)NCC2CCCN(C(=O)c3ccco3)C2)cc1 (stereo not given)
→ -0.8	1.4	-3.5	6.9	x	-1.9	-1.7	0.2	-0.8
Cc1ccc(C)c(S(=O)(=O)N2CCN(C(=O)C3CCN(c4ncnc5sc(C)c(C)c45)CC3)CC2)c1
→ 1.5	-13.4	x	-14.5	-0.9	1.8	2.9	-2.6	-0.2
Cc1ccccc1S(=O)(=O)Cc1ccc(C(=O)NC2CCCCC2C)o1 (stereo not given)
→ -4.1	-7.1	-2.0	8.5	x	-0.3	4.1	-1.1	2.0
CCNC(=O)c1ccc(N(C)S(=O)(=O)c2cccs2)cc1
→ -0.8	-4.7	2.8	11.6	-0.7	-11.2	3.3	-1.9	-3.7

Three records picked at random from those above, as already listed:
Each structure is followed by: Mtb UGM inh	Rv3671c inh	BoNT-F LC inh	MazF activator	BioA inh	GDH-TPI counter	PrPC TRFRET	FadD28 binding	Mtb FBA inh
O=C(Nc1ccccc1Cl)N1CCN(c2ccc3nncn3n2)CC1
→ -0.6	2.7	-1.4	14.6	0.7	-16.8	2.3	-2.3	2.2
CCOC(=O)/C(=N\Nc1cc(Cl)ccc1Cl)N1CCN(CC)CC1
→ 0.7	-6.5	4.2	-8.7	x	17.9	4.4	-5.0	-2.4
O=C(N/N=C/c1ccccc1[N+](=O)[O-])c1cnccn1
→ 3.4	-9.5	u	4.6	x	4.4	-33.4	-4.9	-2.5

The listing continues.
Each structure is followed by: Mtb UGM inh	Rv3671c inh	BoNT-F LC inh	MazF activator	BioA inh	GDH-TPI counter	PrPC TRFRET	FadD28 binding	Mtb FBA inh
Cc1ccc(S(=O)(=O)NCC(=O)NCC(=O)OCC(=O)NC(=O)NC(C)(C)C)cc1C
→ 0.3	4.7	-3.1	5.6	x	-7.2	3.8	-3.1	-0.3
COc1ccccc1CN(C)C(=O)C1(c2ccc(Cl)cc2)CC1
→ -0.7	-7.8	-5.5	2.8	22.4	1.9	8.0	-1.0	-3.5
O=S(=O)(NCc1cccnc1)c1ccc(Br)c2ccccc12
→ -2.0	2.5	1.0	10.6	5.0	0.8	19.7	-4.6	0.8
FC(F)(F)c1cc(Oc2ccc(Cl)cc2)nc(-c2ccccn2)n1
→ 0.9	-11.6	-8.0	-2.5	-1.1	14.6	-3.5	-0.6	-2.2
COc1ccc(CN2C(=O)C(CC(=O)NC3CC3)CC(C(=O)N3CCOCC3)=C2C)cc1 (stereo not given)
→ x	x	-3.1	x	0.0	x	2.0	0.0	2.5
COc1ccc(C(=O)Nc2cccc(/C=C(\CCC(=O)O)c3nc4ccccc4s3)c2)cc1
→ -1.5	-31.1	6.0	-10.9	26.5	32.1*	-6.1	-5.0	1.6
Cc1nnc(NC(=O)c2ccncc2)s1
→ 0.7	1.0	3.5	15.2	0.2	15.1	-1.4	-3.8	-0.5
CC1CCC2(CC1)NC(=O)N(CC(=O)Nc1cc(S(=O)(=O)N3CCCC3)ccc1Cl)C2=O (stereo not given)
→ -0.5	2.3	-8.0	6.0	-1.3	6.8	1.4	-1.7	0.4
COc1nc(-c2ccc3c(c2)OCO3)n(-c2ccc(NC(=O)CSc3ccccc3)cc2)n1
→ -2.1	-15.1	-5.3	-5.0	-1.9	-0.9	-4.7	-5.6	5.3
Cc1ccc(NC(=O)CCC(=O)NNC(=O)c2cccs2)cc1C
→ x	x	-1.8	3.8	0.3	-1.4	x	-3.0	4.3
Fc1ccc(CN2CCN(C(=S)NCCc3ccccc3)CC2)c(Cl)c1
→ -0.7	-1.1	-5.7	-0.5	x	1.9	4.8	-2.0	-2.6
Cc1cnc(CN(C)C(=O)CC2C(=O)NCCN2Cc2cccc(F)c2F)[nH]1 (stereo not given)
→ 1.2	4.4	-0.9	2.8	-0.4	7.0	-6.9	-4.9	0.2
COc1cccc(/C=N/NC(=O)c2c(C)nc3ccc(Cl)cn23)c1O
→ 1.2	10.2	4.2	-42.2	-1.5	18.2	3.5	-3.0	-0.2
CC(C)c1ccc(-c2nnn(CCC#N)n2)cc1
→ -0.3	-0.9	-5.1	5.6	x	-4.5	-1.9	-4.0	-4.2
O=C1CSc2ccc(C(=O)N3CCCCC3)cc2N1
→ x	x	1.3	-2.8	-0.6	-3.6	5.9	-3.1	-2.7
Nc1ccc(C(=O)N2N=C(c3ccc(F)cc3)CC2(O)C(F)(F)F)cc1 (stereo not given)
→ -0.2	x	-2.0	-2.0	-1.7	8.0	-5.0	1.0	-0.2
O=C(CCCc1ccccn1)c1cccc2ccccc12
→ x	x	-1.4	-2.2	0.9	15.8	-5.9	-1.6	2.7

An excerpt from above with just BoNT-F LC inh, FadD28 binding and BioA inh.
compound | BoNT-F LC inh | FadD28 binding | BioA inh
Cc1ccc(S(=O)(=O)NCC(=O)NCC(=O)OCC(=O)NC(=O)NC(C)(C)C)cc1C | -3.1 | -3.1 | x
COc1ccccc1CN(C)C(=O)C1(c2ccc(Cl)cc2)CC1 | -5.5 | -1.0 | 22.4
O=S(=O)(NCc1cccnc1)c1ccc(Br)c2ccccc12 | 1.0 | -4.6 | 5.0
FC(F)(F)c1cc(Oc2ccc(Cl)cc2)nc(-c2ccccn2)n1 | -8.0 | -0.6 | -1.1
COc1ccc(CN2C(=O)C(CC(=O)NC3CC3)CC(C(=O)N3CCOCC3)=C2C)cc1 (stereo not given) | -3.1 | 0.0 | 0.0
